PrPC TRFRET: inhibitors of human cell surface prion protein PrPC, primary screen, cell-based, TR-FRET | AID 720596, 2013 | inhibition, % at 13.8 µM | 370,000 compounds, 0.43% hits | TR-FRET read-out; in the data active means inhibition above about 24%; further: 0% = median of the test wells and 100% = reference compound wells
Anthrax LF inh2: Bacillus anthracis LF protease inhibitors, primary screen, biochemical, multiplex microsphere, MLPCN library. multiplex microsphere protease cleavage assay. inhibition, % at 10 µM. 360,000 compounds, 0.12% hits. AID 588501, 2011; further: plate controls were buffer without enzyme for full effect and enzyme alone for no effect
Target sequence (P15917 whole entry, looked up): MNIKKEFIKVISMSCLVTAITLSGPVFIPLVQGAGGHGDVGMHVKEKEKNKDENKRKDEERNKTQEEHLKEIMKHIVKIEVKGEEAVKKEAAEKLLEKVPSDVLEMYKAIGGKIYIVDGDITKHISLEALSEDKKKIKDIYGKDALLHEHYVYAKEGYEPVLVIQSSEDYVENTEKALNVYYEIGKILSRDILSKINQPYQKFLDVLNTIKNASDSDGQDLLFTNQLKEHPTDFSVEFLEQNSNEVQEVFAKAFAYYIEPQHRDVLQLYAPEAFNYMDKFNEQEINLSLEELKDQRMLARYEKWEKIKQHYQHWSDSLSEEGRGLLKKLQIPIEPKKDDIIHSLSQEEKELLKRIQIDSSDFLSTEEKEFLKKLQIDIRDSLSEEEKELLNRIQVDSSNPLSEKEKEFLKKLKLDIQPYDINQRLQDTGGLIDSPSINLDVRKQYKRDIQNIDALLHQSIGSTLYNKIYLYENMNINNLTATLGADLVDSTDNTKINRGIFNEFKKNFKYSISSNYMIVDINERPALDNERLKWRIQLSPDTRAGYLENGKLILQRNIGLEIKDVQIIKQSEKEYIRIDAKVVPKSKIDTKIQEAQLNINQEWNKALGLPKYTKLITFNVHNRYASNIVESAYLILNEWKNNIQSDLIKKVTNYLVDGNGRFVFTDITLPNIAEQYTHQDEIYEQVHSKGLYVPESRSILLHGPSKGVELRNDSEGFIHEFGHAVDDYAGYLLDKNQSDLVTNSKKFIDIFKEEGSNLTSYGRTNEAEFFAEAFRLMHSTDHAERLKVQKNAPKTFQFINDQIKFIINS
Yp Topo-I inh: Yersinia pestis topoisomerase I inhibitors, primary screen, biochemical, cleavage product accumulation, plate reader, single point; Y. pestis Topo-I cleavage product accumulation; activity, % at 10 µM; 360,000 compounds, 0.064% hits; AID 504884, 2011; in the data active means activity above about 50%, passing the limit was not always enough; inconclusive means no clear call, values can overlap the other calls; further: inactives centre near 2
Vc quorum ag: inducers of Vibrio cholerae quorum light production without autoinducers, primary screen, BH1578 luxS cqsA deficient, single point | V. cholerae BH1578 lux reporter, luminescence, 6 h | activation, % at 18.7 µM | 350,000 compounds, 0.16% hits | AID 588436, 2011; in the data active means activation mostly above about 9.7%, no sharp cut-off; inconclusive means no clear call, values can overlap the other calls; inactive means mostly below about 3.7%; further: not every result past the cut was called active; inactives centre near 0; reference of the scale not given here
3CLpro inhibitor: SARS-CoV 3CLpro protease inhibitors, primary screen, biochemical, quenched FRET. recombinant SARS-CoV 3CLpro, quenched FRET peptide cleavage. inhibition, % at 6 µM. 290,000 compounds, 0.14% hits. AID 1706, 2009; in the data active means inhibition above about 12%
BoNT A protease: BoNT/A light chain protease inhibitors, primary screen, biochemical, flow cytometry, MLPCN library | 360,000 compounds, 0.17% hits | multiplex microsphere protease substrate cleavage | AID 588499, 2011 | inhibition, % at 10 µM; further: plate controls were buffer without enzyme for full effect and enzyme alone for no effect
SSB-PriA inh: inhibitors of Klebsiella pneumoniae PriA binding to SSB C-terminal tail, primary screen, biochemical, AlphaScreen; PriA–SSB C-terminal tail interaction (Klebsiella pneumoniae); AlphaScreen SSBct-PriA binding, biotinylated peptide; inhibition, % at 33 µM; 430,000 compounds, 0.6% hits; AID 1272365, 2023; in the data active means inhibition mostly above about 37%, no sharp cut-off; inactive means mostly below about 20%;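 further: plate controls were negative control peptide for no effect and reference peptide for full effect; strong numbers were not always called active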
PfHsp40 yeast: rescue of yeast from PfHsp40 toxicity, primary screen, S. cerevisiae, ATP luminescence. S. cerevisiae expressing PfHsp40, growth rescue. growth rescue, % at 12.5 µM. 340,000 compounds, 0.68% hits; in the data active means growth rescue above about 28%, passing the limit was not always enough; inconclusive means no clear call, values can overlap the other calls;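 further: yeast W303a lacking pdr1 and pdr3 grown in galactose medium; growth measured after three days at 30 °C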
TcdB inh: TcdB glycohydrolase inhibitors, primary screen, biochemical, single point, plate reader | Toxin B (Clostridioides difficile), P18177 | TcdB glycohydrolase enzymatic assay | inhibition, % at 9.99 µM | 350,000 compounds, 0.24% hits | AID 652162, 2013; in the data active means inhibition above about 10%
* marks the source's active call; other numbers are inactive results; i = inactive; ? = inconclusive; . = no result given. Unless noted, no stated cut-off is given here; in the data, active means inhibition above about 30%; inconclusive means no clear call, values can overlap the other calls; inactive means below that. An excerpt (hit frequency here may not be typical).

Results follow in this order: PrPC TRFRET, Anthrax LF inh2, Yp Topo-I inh, Vc quorum ag, 3CLpro inhibitor, BoNT A protease, SSB-PriA inh, PfHsp40 yeast, TcdB inh
CCNc1nc(NC(C)C)nc(OCCOC(=O)c2ccccc2)n1
→ 1.0, -11.6, 7.5, i, 0.3, -1.4, 4.8, 0.4, .
CCOc1cc(C(=O)NC(=S)Nc2cccnc2)cc(OCC)c1OCC
→ -0.1, -0.1, 4.3, 0.4, 5.9, 0.7, -16.4, 0.3, 0.6
CC(O)CNCCNCc1cccs1 (stereo not drawn)
→ 8.4, -2.5, -8.3, i, 1.7, -0.4, 0.6, 0.0, 1.9
O=C(CNC(=O)c1cnccc1C(F)(F)F)c1cccc(Cl)c1
→ 5.7, -0.1, 2.1, i, -2.2, 0.8, -2.0, -0.6, 1.7
CCn1nnnc1SCC(=O)c1ccc(NC(C)=O)cc1
→ 1.9, -0.9, 8.0, ., 3.9, 0.4, 3.4, -1.1, .
CCN(CC)S(=O)(=O)c1cccc(C(=O)N/N=C(\C)c2ccc(O)cc2O)c1
→ 9.6, -2.0, -0.4, -2.0, 4.2, -0.3, ., 0.9, -0.2
O=C1N(c2cccc(Cl)c2)C(c2ccccc2)N2CCCN12 (stereo not drawn)
→ 1.4, -0.9, -4.3, -0.2, 2.4, 0.3, 0.0, -1.9, .
COCCn1c(SCC(=O)NCCc2ccccc2)nc2c([nH]c3ccccc32)c1=O
→ ., 0.0, -3.0, -0.5, 0.4, -1.8, -10.9, -0.6, .
Clc1cccc(-c2nn3c(Cn4cnc5ccccc54)nnc3s2)c1
→ 7.7, 1.9, -9.7, -0.6, -0.9, 1.4, 6.4, 0.5, 4.4
CNC(=O)Nc1cccc(NC(=O)NC)n1
→ 4.3, -1.6, 3.8, -0.2, 2.1, 0.5, 4.8, -1.1, .
COc1ccc(-c2csc(=NCCO)n2-c2ccccc2)cc1
→ -3.4, 10.5, 19.7, i, 0.1, -0.9, 37.8, 0.0, 1.6
O=c1c2ccccc2nnn1CSc1ccc2ccccc2n1
→ -2.6, 1.9, 2.6, i, 5.2, 0.5, -28.6, 4.5, .
CCN(CC(=O)Nc1ccc(NC(C)=O)cc1)C(=O)C1CCC1
→ 9.0, -3.1, 6.4, i, ., -1.9, 1.7, -0.8, 3.7
C#CCN(C[C@@H]1[C@@H](OC(=O)NCc2ccccc2F)[C@@H](OC(=O)NCc2ccccc2F)Cn2c(=O)ccc(=O)n21)S(=O)(=O)c1ccc(C)cc1
→ 18.2, -7.1, 37.9, -0.4, ., -0.3, ., ., 0.3
C=CCSc1n[nH]c2nc3c(c(=O)n12)C1(CCCC1)Cc1ccccc1-3
→ -3.6, -6.1, -10.4, i, -11.4, 0.6, -6.8, 0.4, .
C=CCn1c(SCc2nc3ccccc3nc2C)nnc1-c1ccoc1C
→ 3.9, 5.2, 0.2, -0.3, 1.3, 0.9, -14.4, 1.3, .
O=C(CSc1nnc(Cc2ccccc2)n1C1CCCCC1)N1CCOCC1
→ 1.0, -3.6, 3.1, ., -5.3, 0.3, -25.0, 0.4, .
COc1ccc(NC2(C#N)CCCCC2)cc1
→ 0.2, -7.6, -13.9, 0.4, 3.9, -0.4, 3.6, 1.7, -0.1
O=C(O)CCCCCCCCCCCNC(=O)NC12CC3CC(CC(C3)C1)C2
→ -3.0, 0.2, 4.4, -1.4, ., -1.1, 4.2, -1.2, 0.9
Cn1c(C(=O)N2CCC(C(=O)N3CCC4(CC3)OCCO4)CC2)cc2sccc21
→ -9.0, 1.0, 10.5, i, 5.7, 1.6, -0.6, 0.9, .
O=C(NC(=S)N1CCN(c2ccc([N+](=O)[O-])cc2)CC1)c1ccc(F)cc1
→ -6.0, -1.9, -2.6, -1.8, -0.9, -0.2, 13.9, 4.3, 0.4
CCOC(=O)c1ccc(NC(=O)N2CCN(c3ccccc3OC)CC2)cc1
→ 7.1, -1.4, 17.2, -0.2, -1.2, 0.6, 5.8, 4.6, 0.4
COc1ccc(CNCCNC(=O)c2cccs2)cc1OC
→ -7.7, -4.6, 0.4, i, 0.3, 0.2, -1.4, 1.5, -2.2
COc1cc(C=O)c(Br)cc1OCC(=O)NCCc1ccccc1
→ -7.0, 1.1, 12.1, -0.3, 0.6, -0.1, -3.7, -1.7, 0.8
O=C1c2ccccc2-c2cccc3cccc1c23
→ -1.6, 15.2, -14.3, -0.4, ., 25.6, 3.4, 1.6, 1.6
C=CCc1cc(Cl)ccc1OC(=O)Nc1cccc(Cl)c1
→ 1.7, -3.4, -14.4, -0.3, 0.9, -1.3, -19.7, -0.1, 1.1
CC(C)N(C)C1CCN(C(=O)Nc2ccc(Cl)c(Cl)c2)CC1
→ -0.2, 0.6, -4.9, -0.4, -4.4, 0.3, -12.8, 0.5, .
CCC1=Nc2ccccc2-c2nnc(SC)nc2O1
→ -8.4, -8.1, -6.4, -1.3, 2.6, 2.3, 2.9, 0.9, .
CC1CCN(C(=O)Cn2ncc3c([nH]c4ccccc43)c2=O)CC1
→ 3.5, -0.8, 3.1, 0.3, -3.8, 1.3, -12.2, 0.8, -1.4
CCOC(=O)c1ccccc1NC(=O)CSc1nc2ccccc2o1
→ -1.3, -4.5, 6.7, 2.8, -0.6, -0.1, -5.3, -1.1, .

Next section.
| SMILES | PrPC TRFRET | Anthrax LF inh2 | Yp Topo-I inh | Vc quorum ag | 3CLpro inhibitor | BoNT A protease | SSB-PriA inh | PfHsp40 yeast | TcdB inh |
| --- | --- | --- | --- | --- | --- | --- | --- | --- | --- |
| c1ccc(Nc2nc(-c3ccccc3)ns2)cc1 | 1.0 | -3.3 | -8.5 | -0.3 | 0.4 | 0.2 | -1.4 | -0.8 | 2.6 |
| C=C(C)c1cccc(C(C)(C)NC(=O)NCc2cccnc2)c1 | 3.3 | 0.0 | -4.1 | -0.4 | 4.1 | -0.5 | 0.0 | 0.6 | 1.0 |
| O=C(CNC(=O)c1ccccc1F)Nc1ccc2c(c1)OCO2 | 4.4 | 9.6 | 1.5 | i | . | 1.5 | 2.0 | -1.8 | 0.8 |
| Cn1c(C(=O)Nc2ccccc2)cc2sccc21 | 10.6 | 0.9 | 4.0 | -0.3 | 6.1 | 0.8 | -11.6 | 1.5 | . |
| Cc1ccsc1-c1nc(CSCC(=O)N2CCN(c3ccccc3)CC2)c(C)o1 | 10.5 | -13.6 | 29.2 | -1.6 | 2.6 | -0.4 | 6.5 | 1.3 | 2.3 |
| Cc1cccc(OCC(=O)Nc2cc(C)on2)c1 | -0.4 | 2.8 | 2.4 | -0.2 | -2.9 | -0.9 | -12.1 | -1.3 | . |
| CSc1n[nH]c(=O)n1-c1cccc(Cl)c1 | -3.1 | -19.5 | -1.3 | -0.7 | -0.2 | -2.0 | 8.6 | -0.8 | 0.0 |
| O=C(CCNC(=O)c1ccc(Br)cc1)NCC1CCCO1 (stereo not drawn) | -0.3 | . | -0.9 | i | . | . | -5.7 | -1.7 | -2.3 |
| Cc1c(C(=O)N2c3ccccc3Sc3ccccc32)cccc1[N+](=O)[O-] | -3.4 | -1.5 | 20.7 | -0.2 | 0.3 | -2.2 | 0.6 | 0.5 | 0.7 |
| CCOC(=O)N1CCN(C(=O)CSc2ccc(C(F)(F)F)cc2[N+](=O)[O-])CC1 | -36.9 | 0.3 | -1.8 | -0.4 | -0.1 | -1.8 | 4.2 | 1.5 | 4.4 |
| Cc1c(NC(=O)CN2CCCC(C)C2)ccc2nsnc12 (stereo not drawn) | -10.2 | -0.6 | -8.9 | -0.4 | 2.2 | 0.2 | -8.5 | -1.8 | -3.8 |
| COC(=O)C1=C(CCc2ccccc2)NC(=O)NC1c1ccc(Br)cc1 (stereo not drawn) | -0.1 | -1.6 | 7.9 | i | -7.5 | -0.7 | -7.0 | 1.6 | -0.2 |
| COc1ccccc1-c1nnc(SCC(=O)NC2CC2)n1C | -3.2 | 8.6 | 1.9 | -3.4 | . | 1.4 | -11.0 | 1.5 | -7.1 |
| COc1cc2c(cc1OC)CN(CC(O)c1ccccc1)CC2 (stereo not drawn) | -11.4 | -1.4 | 5.1 | -0.3 | -3.0 | 1.3 | 2.6 | 0.0 | 1.1 |
| CCOC(=O)C1CCN(C(=O)c2cc(S(=O)(=O)N3CCCCCC3)ccc2OC)CC1 | 4.7 | ? | 0.1 | -10.0 | . | -3.8 | 10.5 | 0.1 | 0.1 |
| CC(C)C(=O)c1cn(CC(=O)NCC2CCCO2)c2ccccc12 (stereo not drawn) | -0.2 | 3.3 | 4.4 | 5.9 | 5.6 | -0.8 | -9.6 | -1.7 | . |
| O=C1/C(=C/Nc2cccc([N+](=O)[O-])c2)CCc2ccccc21 | -8.2 | 11.4 | -1.9 | -0.3 | -2.2 | 18.8 | . | -0.1 | . |
| CCCCNC(=O)CCCCC(=O)N/N=C/c1ccccc1Cl | -2.6 | 1.0 | 4.7 | -0.6 | 3.2 | 0.0 | . | -1.6 | . |
| COc1ccc(NC(=O)c2cccc(N3C(=O)C4C5C=CC(C5)C4C3=O)c2)cc1 (stereo not drawn) | 9.8 | 1.4 | -8.0 | i | -3.3 | 1.6 | -4.7 | -0.4 | -1.8 |
| COc1ccc(CCC(=O)NCCc2ccc(Cl)cc2)cc1 | 0.2 | 7.3 | 13.4 | -0.3 | -1.4 | -4.8 | -5.1 | 2.4 | 2.3 |
| Cc1nnc(NC(=O)CSc2ncc(-c3ccccc3)[nH]2)s1 | -2.6 | -4.2 | -1.6 | -0.5 | -5.0 | 2.9 | 2.8 | -1.4 | -1.3 |
| Cc1ccccc1C(=O)N(CC(=O)Nc1sc(C)c(C)c1C(N)=O)C1CCCC1 | 9.8 | -3.3 | 17.5 | -0.1 | 1.4 | -1.0 | -2.9 | -0.2 | -0.1 |
| COc1ccc2c(c1OC)C(=O)N(c1nc(SC)n[nH]1)C2=O | -4.5 | 0.0 | -6.9 | i | 4.2 | -0.5 | 2.7 | 1.9 | 2.4 |
| CCCCNS(=O)(=O)c1ccc2nc(-c3cccnc3)cc(C(=O)NC3CCCC3)c2c1 | -0.1 | -0.4 | 6.0 | -3.6 | -2.0 | 0.4 | 6.4 | -0.7 | 0.7 |
| CCOC(=O)/C(N=Nc1ccc(Cl)cc1)=C(/O)c1ccc([N+](=O)[O-])cc1 | 0.9 | -0.1 | 3.5 | -0.8 | -0.1 | 0.0 | . | -0.6 | . |
| CCOC(=O)Cn1nc(NC(=O)c2ccc(C(=O)OC)cc2)cc1C | 4.4 | -7.3 | 1.2 | i | 1.8 | -3.3 | -7.5 | -2.0 | 0.7 |
| O=C(NN=C(Cc1ccccc1)Cc1ccccc1)C1CC1 | 3.9 | -5.9 | 12.8 | -0.6 | 1.4 | -0.2 | -1.0 | 2.3 | -1.1 |
| Cc1ccc(OCC(=O)NNC(=O)C2CCC2)cc1C | 8.0 | -11.7 | -0.8 | -1.3 | . | -0.4 | -0.7 | 0.2 | 0.5 |
| CCCC(C)NC(=O)Cc1ccc(S(=O)(=O)N2CCOCC2)s1 (stereo not drawn) | 7.1 | 4.4 | -8.8 | i | . | -0.2 | -4.9 | -1.3 | 0.6 |

Whole records, quoted from the list. Values in the order: PrPC TRFRET	Anthrax LF inh2	Yp Topo-I inh	Vc quorum ag	3CLpro inhibitor	BoNT A protease	SSB-PriA inh	PfHsp40 yeast	TcdB inh
Results for `CCCCNC(=O)CCCCC(=O)N/N=C/c1ccccc1Cl` → -2.6	1.0	4.7	-0.6	3.2	0.0	.	-1.6	.
Results for `COc1ccccc1-c1nnc(SCC(=O)NC2CC2)n1C` → -3.2	8.6	1.9	-3.4	.	1.4	-11.0	1.5	-7.1
